RGS8-Gao = RGS8-Galphao binding modulators, primary screen, biochemical, multiplexed bead flow cytometry; response (percent of control binding), % at 10 µM; actives lie on both sides; 220,000 compounds, 0.34% hits; Guanine nucleotide-binding protein G(o) subunit alpha (Homo sapiens), P09471; in the data active = response below about 60% or above about 140%; inactive = in between;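 note: Galphao activated as the GDP aluminium fluoride complex binding bead-coupled RGS8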
Bcl-W Bim block = inhibitors of Bim binding to Bcl-W, primary screen, biochemical, multiplexed, bead-based flow cytometry. Bcl-2-like protein 2 (Homo sapiens), Q92843. Bim peptide-Bcl-W binding. inhibition, % at 10 µM. 190,000 compounds, 0.02% hits. AID 952, 2007;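 note: 0% = bound tracer without compound and 100% = peptide blocker; higher means less fluorescent Bim peptide bound to Bcl-W beads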
Target sequence (Q92843 whole entry, looked up): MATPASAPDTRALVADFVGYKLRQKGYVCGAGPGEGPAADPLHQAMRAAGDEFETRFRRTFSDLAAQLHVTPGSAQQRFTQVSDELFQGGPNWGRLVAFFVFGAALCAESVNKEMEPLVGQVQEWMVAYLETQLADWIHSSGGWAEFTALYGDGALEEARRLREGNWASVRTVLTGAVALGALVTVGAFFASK
Mcl-1 Bim block = inhibitors of Bim peptide binding to Mcl-1, primary screen, biochemical, bead-based flow cytometry, multiplex. inhibition, % at 10 µM. AID 1009, 2008. Bim peptide-Mcl-1 binding. Induced myeloid leukemia cell differentiation protein Mcl-1 (Homo sapiens), Q07820. 190,000 compounds, 0.1% hits;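 note: 0% = no compound tracer wells and 100% = peptide blocker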
Target sequence (Q07820 whole entry, looked up): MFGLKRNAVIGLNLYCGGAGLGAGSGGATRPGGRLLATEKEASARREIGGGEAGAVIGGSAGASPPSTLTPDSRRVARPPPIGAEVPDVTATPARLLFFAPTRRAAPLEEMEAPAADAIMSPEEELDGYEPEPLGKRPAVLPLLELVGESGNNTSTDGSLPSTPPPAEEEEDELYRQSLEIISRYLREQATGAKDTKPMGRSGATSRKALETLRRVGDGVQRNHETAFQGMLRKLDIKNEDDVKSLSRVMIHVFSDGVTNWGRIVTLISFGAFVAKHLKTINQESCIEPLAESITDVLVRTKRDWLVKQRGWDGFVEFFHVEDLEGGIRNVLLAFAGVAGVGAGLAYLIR
Bcl-2 Bim block = inhibitors of Bim-Bcl-2 binding, primary screen, biochemical, multiplexed, human Bcl-2 family; inhibition, % at 10 µM; AID 950, 2007; Apoptosis regulator Bcl-2 (Homo sapiens), P10415; 190,000 compounds, 0.06% hits; Bead-based flow cytometry, Bim peptide-Bcl-2 binding; in the data active = inhibition above about 40%; inconclusive = no clear call, values can overlap the other calls;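 note: 0% = no compound wells with probe peptide and 100% = reference peptide inhibitor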
Target sequence (P10415 whole entry, looked up): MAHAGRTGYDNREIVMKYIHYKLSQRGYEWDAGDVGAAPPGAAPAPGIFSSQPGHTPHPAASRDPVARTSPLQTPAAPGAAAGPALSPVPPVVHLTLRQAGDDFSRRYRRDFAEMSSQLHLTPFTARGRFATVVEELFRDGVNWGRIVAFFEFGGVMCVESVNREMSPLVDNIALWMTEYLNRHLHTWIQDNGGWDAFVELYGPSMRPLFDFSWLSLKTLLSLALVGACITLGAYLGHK
Bim-Bcl-B = inhibitors of Bim-Bcl-B binding, primary screen, biochemical, multiplexed, human Bcl-2 family; bead-based flow cytometry, Bim peptide-Bcl-B binding; inhibition, % at 10 µM; AID 951, 2007; 190,000 compounds, 0.073% hits; Bcl-2-like protein 10 (Homo sapiens), Q9HD36;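 note: 0% = tracer peptide without compound and 100% = reference inhibitor peptide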
Target sequence (Q9HD36 whole entry, looked up): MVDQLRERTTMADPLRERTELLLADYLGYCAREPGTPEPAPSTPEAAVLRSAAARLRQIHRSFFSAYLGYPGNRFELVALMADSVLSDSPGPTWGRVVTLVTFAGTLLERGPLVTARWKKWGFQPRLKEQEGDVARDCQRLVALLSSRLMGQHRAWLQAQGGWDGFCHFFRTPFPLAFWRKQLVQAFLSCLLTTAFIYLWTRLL
RGS4-Gao reg = modulators of RGS4 binding to Galphao, primary screen, biochemical, multiplexed bead flow cytometry. actives lie on both sides. binding response (% of control), % at 10 µM. 220,000 compounds, 0.33% hits. AID 1415, 2008; in the data active = binding response below about 49% or above about 150%; inactive = in between;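 note: fluorescent Galphao activated with aluminum fluoride binding bead-coupled RGS4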
Mcl1-Bid inh = Mcl-1/Bid binding inhibitors, primary screen, biochemical, TR-FRET, 1536-well. TR-FRET Mcl-1/Bid-Dy647 peptide binding. inhibition, % at 21.7 µM. 220,000 compounds, 0.97% hits. AID 1021, 2008;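 active = compounds that cut the binding signal by more than half at the single screening dose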;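 note: His-tagged Mcl-1 with europium anti-His antibody binding Bid BH3 peptide; 0% = Mcl-1 plus peptide wells and 100% = peptide-only wells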
Bim-Bcl-XL = inhibitors of Bim-Bcl-XL binding, primary screen, biochemical, multiplexed, bead flow cytometry, human Bcl-XL; Bcl-2-like protein 1 (Homo sapiens), Q07817; Bim peptide-Bcl-XL binding, fluorescence; inhibition, % at 10 µM; 190,000 compounds, 0.04% hits
Bim-Bfl-1 = inhibitors of Bim binding to Bfl-1, primary screen, biochemical, multiplexed, bead-based flow cytometry; Bcl-2-related protein A1 (Homo sapiens), Q16548; Bim-Bfl-1 binding inhibition; inhibition, % at 10 µM; 190,000 compounds, 0.12% hits;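 note: 0% = wells without compound plus tracer and 100% = blocker peptide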
RGS7-Gao reg = RGS7-Galphao binding modulators, primary screen, biochemical, multiplexed bead flow cytometry; Guanine nucleotide-binding protein G(o) subunit alpha (Homo sapiens), P09471; actives lie on both sides; binding response (% of control), % at 10 µM; 220,000 compounds, 0.35% hits; AID 1439, 2008; in the data active = binding response below about 49% or above about 150%; inconclusive = no clear call, values can overlap the other calls; inactive = in between;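 note: fluorescent Galphao held in activated GDP-AlF4 state binding bead-coupled RGS7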
GSH bead fluor = compound fluorescence on glutathione beads, profiling panel, artefact control, biophysical, 488/530 nm, flow cytometry; GSH beads flow cytometry, compound fluorescence 488/530 nm; hits give high values; fluorescence (KMESF) at 10 µM; 190,000 compounds, 0.25% hits; in the data active = fluorescence above about 89;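 note: glutathione beads carrying GST-tagged Bcl family fusion proteins plus one bare bead set; values are compound well signal with DMSO vehicle wells as background; inactives centre near 16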
Numbers without * were called inactive; ? = inconclusive; & = joins results of further samples. Cut-off read from the data, not from the text of the source, unless noted: active = inhibition above about 40%. Hits appear at their usual frequency. Share with any hit: about 1.8%.

SMILES	RGS8-Gao	Bcl-W Bim block	Mcl-1 Bim block	Bcl-2 Bim block	Bim-Bcl-B	RGS4-Gao reg	Mcl1-Bid inh	Bim-Bcl-XL	Bim-Bfl-1	RGS7-Gao reg	GSH bead fluor
CC(=O)Nc1cc(C(F)(F)F)ccc1Oc1cccc(Br)c1	101	-1	-1	-4	-2	105	-11	0	0	103	16
CCOc1ccc(NS(=O)(=O)c2ccc(NS(C)(=O)=O)cc2)cc1	97	-1	0	-1	3	101	-18	3	1	100	20
COC(=O)C1CCN(S(=O)(=O)c2cn(C)c(=O)n(C)c2=O)CC1	99	0	0	-5	-9	100	-7	-3	-12	100	27
CC(OC(=O)CN(C)S(=O)(=O)c1ccc(Cl)cc1)C(=O)Nc1ncc(Cl)cc1Cl (stereo not drawn)	95	-2	-4	-7	-11	99	-24	-8	-16	97	35
CCc1ccccc1NC(=O)/C(=C/c1ccccc1)c1ccccc1	99	0	0	-7	-7	98	1	-2	-14	99	23
CC(C)(C)C(=O)NNC(=O)COc1ccc2ccccc2c1Br	99	3	-3	-3	-1	97	-34	0	5	95	17
COc1cc(NC(=S)NC(=O)c2ccc(C)cc2C)ccc1NC(=O)c1cccs1	102	-4	-3	-4	-6	101	-37	-4	-1	102	12
COc1cccc(C(=O)NNC(=O)C2CC(C)=C(C)CC2C(=O)O)c1 (stereo not drawn)	102	2	4	0	0	107	-9	1	-4	99	10
O=C(CSc1nc2ccc(Nc3nc(N4CCOCC4)nc(N4CCOCC4)n3)cc2s1)N1CCOCC1	101	-1	-2	-9	-6	100	17	-2	-17	100	13
O=C(/C=C/c1ccccc1Cl)NCCc1ccc(F)cc1	100	-5	-4	-9	-10	87	-5	-9	-16	106	12
COc1ccc(-n2c(C)nc3cc(C(=O)NCCN4CCOCC4)ccc32)cc1	99	3	0	-4	-5	96	3	-1	-9	95	47
COc1ccccc1CN1C(=O)c2ccccc2C1C(=O)NC1CCC(C)CC1 (stereo not drawn)	101	0	0	-1	-2	100	-4	-1	-3	100	13
CCOC(=O)N1CCN(c2c(N3CCc4ccccc43)c(=O)c2=O)CC1	100	5	4	-5	-4	98	-14	-2	-8	97	18
CCN1CCN(c2nc3ccccc3nc2C(C#N)S(=O)(=O)c2ccc(C)cc2)CC1 (stereo not drawn)	102	-2	-4	-9	-9	102	-24	-9	-18	99	33
CCCC(=O)n1nc(-c2ccc(OC)cc2)nc1N	100	-3	-1	-7	-6	102	-7	-4	-7	97	15
O=C1CC(N2CCSCC2)C(=O)N1c1cccc(Cl)c1 (stereo not drawn)	102	-6	-4	0	-3	104	-26	-7	0	109	22
Cc1nc2ccccc2c(=O)n1N	92	-5	0	1	-1	86	-3	-3	-3	89	5
Cc1ccccc1Nc1nnc(SCC(=O)NCc2ccco2)s1	103	-1	-3	-12	-11	100	-21	-11	-17	98	26
Cn1cnnc1SC(C(=O)Nc1ccc(F)cc1)c1ccccc1 (stereo not drawn)	99	0	0	-9	-6	100	9	-4	-19	100	35
COc1ccc(-c2cc(=O)c3c(OC)c(OC)c(OC)c(OC)c3o2)cc1OC	101&98	2&1	0&0	0&0	-3&-1	106&100	3&7	0&0	-2&2	102&101	67&14
CCOc1cc(/C=C2/C(=O)ON=C2C)ccc1OCc1ccc(F)cc1	81	0	-2	3	4	89	-20	0	0	85	13
CCc1ccc(-n2c(SCc3c(C)noc3C)nnc2-c2ccncc2)cc1	100	5	3	-11	-8	97	-37	-2	-7	98	12
COc1ccc(C2=C(Nc3ccccc3)c3ccccc3C2=O)cc1	99	-8	-2	-7	-9	102	-35	-8	-14	101	17
CCOc1cccc(=O)c2c(C)oc(C)c12	99	0	0	-7	-8	100	-27	-1	-5	98	10
Cc1cccc(CN2CCSc3sccc3C2=O)c1	102	0	-3	-2	-7	99	-34	0	-2	94	18
Cc1cc(C(=O)Nc2ccc(C)c(S(=O)(=O)N3CCOCC3)c2)c(C)o1	103	0	-4	-3	-3	104	-21	-2	-5	101	9
COc1ccc(Nc2nnc(SCC(=O)Nc3ccc4[nH]c(=O)[nH]c4c3)s2)cc1	95	1	1	-5	-10	101	0	0	-3	96	18
Cc1cc(C(=O)CN2C(=O)NC3(CCCc4ccccc43)C2=O)c(C)n1C (stereo not drawn)	101	0	2	-1	-7	97	-96	0	-12	97	20
CCOC(=O)/C(N=Nc1cc(C(=O)O)cc(C(=O)O)c1)=C(\O)CCl	106	0	0	0	4	98	-19	0	5	99	9
O=C(COC(=O)c1nc(Cl)ccc1Cl)Nc1ccccc1OC(F)F	102	0	4	0	-2	102	-4	0	-3	?	15
CN1CCN(S(=O)(=O)c2cccc(C(=O)N(c3ccccn3)C3CCCCC3)c2)CC1	99	-1	0	-3	0	99	-57	1	-2	96	21
Cc1cc(C)n(CCCNC(=O)c2ccc3c(c2)NC(=O)CS3)n1	104	-2	-2	-4	0	103	4	5	-2	100	30
COc1ccc(C(=O)c2cc([N+](=O)[O-])ccc2N2CCOCC2)cc1	87	-5	-4	-5	-7	89	-9	-4	-1	93	10
C/C(N)=C(\C#N)C(=O)NCc1ccccn1	104	0	1	-2	0	104	-18	-1	0	103	10
COc1ccc(CNC(=O)c2c(C)cc(=O)oc2C)cc1OC	101	-4	-3	-7	-6	95	-6	0	-4	97	54
O=[N+]([O-])c1cnccc1Nc1cccc(F)c1	98	-6	-5	-4	-9	98	-3	-7	-5	98	25
Cc1c(S(=O)(=O)Nc2cccc(Cl)c2)c(=O)n(C)c(=O)n1C	104	1	0	-12	-7	96	-6	-6	-12	100	25
C[C@H](NC(=O)c1ccc(Br)cc1)C(=O)NCc1ccc(S(N)(=O)=O)cc1	99	-3	-1	-4	-2	100	-4	-4	-9	96	12
CCOc1cc(-c2noc(-c3ccncc3)n2)cc(Br)c1OC	99	-1	0	-12	-8	99	-8	-7	-18	100	20
CN(C)c1ccc(P(=O)(OC2CCCCC2)C(O)c2cccnc2)cc1 (stereo not drawn)	102	3	-7	-8	-6	104	-17	-4	-11	97	35

The final two records of the part before open the next one.
SMILES	RGS8-Gao	Bcl-W Bim block	Mcl-1 Bim block	Bcl-2 Bim block	Bim-Bcl-B	RGS4-Gao reg	Mcl1-Bid inh	Bim-Bcl-XL	Bim-Bfl-1	RGS7-Gao reg	GSH bead fluor
CCOc1cc(-c2noc(-c3ccncc3)n2)cc(Br)c1OC	99	-1	0	-12	-8	99	-8	-7	-18	100	20
CN(C)c1ccc(P(=O)(OC2CCCCC2)C(O)c2cccnc2)cc1 (stereo not drawn)	102	3	-7	-8	-6	104	-17	-4	-11	97	35
Cc1ccc(NC(=O)Cc2nc(CCl)cs2)cc1	100	-1	-5	0	-7	96	-18	-4	0	97	6
CCN(C(=S)NCc1ccccc1)c1ccccc1	94	-2	-3	0	-4	89	-7	-1	0	91	20
CN(c1ccc(OCC(=O)Nc2nc(-c3ccccc3)cs2)cc1)S(=O)(=O)c1ccc(F)cc1	96	0	-2	3	3	103	-32	0	9	100	7
O=C(CN(Cc1ccccc1)S(=O)(=O)c1ccc2c(c1)OCCO2)N/N=C/c1cccc(Br)c1	102	-3	-7	1	-2	101	-3	-4	7	102	7
CCCCOc1cccc(C(=O)NC(=S)Nc2cccnc2)c1	99	2	-5	-8	-4	100	-57	-3	4	97	11
COc1ccc(O)c(-c2cc(-c3ccccc3[N+](=O)[O-])[nH]n2)c1	105	-4	-7	-11	-14	108	-8	-7	-9	108	8
CCCN1Cc2cccc(C(=O)Nc3ccc(C)cc3)c2C1=O	101	0	-4	-15	-5	100	-13	-1	-19	103	28
CN1CCN(/N=C/c2ccc(N(C)c3ccccc3)cc2)CC1	100	2	1	-2	2	99	-47	5	-2	89	10
CCCS(=O)(=O)c1nc(S(=O)(=O)c2ccc(C)cc2)c(N2CCc3ccccc3C2)s1	87	1	4	6	3	87	-21	3	14	84	17
COc1ccc(CCNC(=O)c2ccc(Cl)cc2)cc1	100	0	0	-4	1	102	-18	3	0	98	19
CC(C)CN(C(=O)CN1CCOCC1)c1c(N)n(CC(C)C)c(=O)[nH]c1=O	115	0	-6	-1	0	105	-3	-4	-3	106	14
Cc1ccccc1-c1ccc(C(=O)NCc2ccccc2)o1	102	-1	0	1	-3	101	0	-5	2	101	16
Cn1c(COc2ccccc2)nnc1SCCSc1nnc(COc2ccccc2)n1C	98	0	-1	-10	-7	93	4	-9	-12	98	23
Cc1ccc(NC(=O)c2ccccc2OCC(=O)c2ccccc2)cc1	102	-2	-4	0	-1	99	-15	-3	0	100	16
O=C(Nc1ccc(NC(=O)C2CCCN2C(=O)OCc2ccccc2)cc1)c1ccco1 (stereo not drawn)	103	1	2	-6	-1	109	13	0	-9	99	28
Nc1ccc2ncccc2c1	99	0	0	0	-4	102	-18	-2	-4	101	16
CCOC(=O)c1csc(NC(=O)Nc2cccc(Cl)c2)n1	97	-4	-5	-10	-10	93	-6	-8	-18	96	10
Cc1n[nH]c(C)c1S(=O)(=O)N1CCCC(C(=O)NCc2ccc(F)cc2)C1 (stereo not drawn)	100	0	0	-3	-3	101	-19	0	-6	98	10
CCC(Sc1nncn1C)C(=O)Nc1cc(C)on1 (stereo not drawn)	98	0	0	0	-4	96	0	0	-6	97	22
COc1ccc(C(=O)CSc2nnc(CNc3ccc(F)cc3)o2)cc1	104	1	0	-2	0	103	-18	0	-7	102	15
CCOC(=O)c1ccccc1NC(=O)CSc1nc(N)cc(N)n1	98	-4	-5	-3	0	94	-28	-3	-7	96	29
Cc1ccc(-n2nc3c(c2NC(=O)c2ccc4c(c2)OCO4)CSC3)c(C)c1	97	-1	-2	2	4	98	-6	0	0	98	13
CNc1nc(Cl)c(SC)c(NC2CCCCC2)n1	101	1	0	0	-1	102	-20	2	-4	?	11
COc1ccc(/C=N/NC(=O)c2[nH]c(C)c(C(=O)N/N=C/c3ccc(OC)cc3)c2C)cc1	106	-2	-3	-1	-1	98	2	-5	-8	104	16
C=CCn1c(Cc2ccccc2)n[nH]c1=S	66	-8	-2	-3	-20	96	-53	-5	-1	93	13
COc1ccc(/C(N)=N/OC(=O)Cc2ccccc2OC)cc1	100	-2	2	0	1	96	-4	0	-2	87	20
COC1=C(OC)c2ccccc2C(C(=O)O)N/C1=C(/C)Nc1ccncc1 (stereo not drawn)	101	0	-2	-4	-7	101	-25	-15	-13	102	267*
COc1cc(C(=O)NCc2ccc3c(c2)cc(C)n3C)cc(OC)c1OC	100	-2	0	-5	-3	101	-45	-2	-10	101	10
